Assay outcomes: PubChem, The Scripps Research Institute Molecular Screening Center
Fh CTSL1 inh – cathepsin L1 inhibition, PFM18AAP counter-screen. inhibition, % at 5.96 µM. 300,000 compounds, 0.49% hits. recombinant F. hepatica cathepsin L1, Z-Leu-Arg-MCA fluorescence. AID 1906;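 active means inhibition above the mean of all tested compounds plus 3 SD, set per screening campaign, cut at about 17% in these data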;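 further: 0% = plate median of test compound wells and 100% = 1 µM Z-Phe-Ala-diazomethylketone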
PAFAH2 inh – PAFAH2 (human) inhibition; 340,000 compounds, 0.99% hits; AID 492956; inhibition, % at 3.39 µM; recombinant PAFAH2, FP-rhodamine activity probe, fluorescence polarization;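 active means inhibition above the mean over all tested compounds plus 3 SD, cut at about 30% in these data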;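 further: inhibitors block probe labeling of enzyme so polarization drops; 0% = enzyme with DMSO and 100% = wells lacking PAFAH2 protein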
AHR activator – activators of human aryl hydrocarbon receptor; activation, % at 5 µM; AHR-responsive luciferase reporter cells, luminescence; P35869; 320,000 compounds, 2.5% hits; AID 2796; in the data active means activation above about 47%;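 further: 0% = vehicle wells and 100% = reference agonist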
Target sequence (P35869 whole entry, looked up): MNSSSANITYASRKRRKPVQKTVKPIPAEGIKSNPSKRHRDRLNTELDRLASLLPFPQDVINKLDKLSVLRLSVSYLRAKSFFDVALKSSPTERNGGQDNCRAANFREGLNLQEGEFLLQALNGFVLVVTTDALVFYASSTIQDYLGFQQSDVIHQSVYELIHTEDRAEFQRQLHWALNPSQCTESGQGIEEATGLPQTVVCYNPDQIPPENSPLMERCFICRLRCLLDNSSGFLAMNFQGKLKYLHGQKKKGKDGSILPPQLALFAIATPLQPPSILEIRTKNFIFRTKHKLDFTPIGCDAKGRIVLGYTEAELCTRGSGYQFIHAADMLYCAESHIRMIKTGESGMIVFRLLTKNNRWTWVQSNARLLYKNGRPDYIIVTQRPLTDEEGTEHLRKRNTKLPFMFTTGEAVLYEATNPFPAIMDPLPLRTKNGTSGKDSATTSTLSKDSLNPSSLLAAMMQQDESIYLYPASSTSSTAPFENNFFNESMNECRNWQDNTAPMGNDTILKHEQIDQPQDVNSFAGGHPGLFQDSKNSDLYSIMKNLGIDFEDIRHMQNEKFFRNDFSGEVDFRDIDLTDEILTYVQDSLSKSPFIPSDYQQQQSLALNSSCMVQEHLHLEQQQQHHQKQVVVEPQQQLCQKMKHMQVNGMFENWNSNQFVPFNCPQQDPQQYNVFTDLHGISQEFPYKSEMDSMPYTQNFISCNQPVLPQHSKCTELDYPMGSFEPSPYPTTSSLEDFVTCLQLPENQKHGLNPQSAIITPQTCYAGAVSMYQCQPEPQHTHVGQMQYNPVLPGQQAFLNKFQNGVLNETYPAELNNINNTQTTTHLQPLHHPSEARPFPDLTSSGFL
procasp7 counter – counter-screen: procaspase-7 (human) activation; activation, % at 8.5 µM; recombinant procaspase-7, Ac-DEVD-pNA absorbance 405 nm; D23A/D198A/D206A triple mutant, cannot self-cleave; scale: DMSO 0, 5 µM enzyme 100; AID 463210; P55210; 330,000 compounds, 0.093% hits;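 active means percent activation above the screen-wide mean plus 3 SD, cut at about 25% in these data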
Target sequence (P55210 whole entry D23A/D198A/D206A): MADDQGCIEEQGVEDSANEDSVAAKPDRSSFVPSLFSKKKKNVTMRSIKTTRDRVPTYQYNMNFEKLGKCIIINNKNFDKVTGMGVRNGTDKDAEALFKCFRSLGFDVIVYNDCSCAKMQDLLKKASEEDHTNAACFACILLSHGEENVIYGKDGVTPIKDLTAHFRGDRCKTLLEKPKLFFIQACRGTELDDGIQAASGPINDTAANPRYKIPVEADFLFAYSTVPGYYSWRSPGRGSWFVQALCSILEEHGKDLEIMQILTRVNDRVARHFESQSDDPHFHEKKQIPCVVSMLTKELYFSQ
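System: Procaspase-7 triple mutant (PC-7 D3A); measure: % activation from two-timepoint absorbance difference, scaled to controls; times: 1 h compound preincubation, 2 h substrate cleavage, 25 °C; also added: Ac-DEVD-pNA substrate, 400 µM as added; measured by: Epi-absorbance of released pNA at 405 nm, two timepoints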
PP5 inh – PP5 (human) phosphatase inhibition; P53041; purified PP5c, OMFP substrate fluorescence; inhibition, % at 6.7 µM; 320,000 compounds, 0.18% hits; AID 1987;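 active means inhibition above the campaign's mean inhibition across all tested compounds plus 3 SD, cut at about 9.5% in these data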;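 further: 0% = DMSO only and 100% = 100 µM cantharidin control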
core dimer inh – HCV core protein dimerization inhibition. TR-FRET GST/Flag-core106 dimerization, 1536-well. inhibition, % at 5 µM. 300,000 compounds, 0.33% hits;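 active means inhibition above the mean of all tested compounds plus 3 SD, set per screening campaign, cut at about 45% in these data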
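Assay system: Tagged HCV core106 pair (GST and Flag) | Buffer or medium: KF-containing HEPES buffer, pH 7.45, DTT, CHAPS, BSA | Also added: Eu donor and XL665 acceptor anti-tag antibodies | Dosing: One concentration, 5 µM, in 0.5% DMSO | Timing: 4 h at 22.5 °C | Technique: TR-FRET 671 and 617 nm emission | Repeats: Singlicate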
PP1 inh – counter-screen for PP5 inhibitors: inhibitors of human PP1-alpha | purified PP1alpha, OMFP fluorescence | inhibition, % at 6.7 µM | 320,000 compounds, 0.9% hits;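 active means inhibition above the mean inhibition of all tested compounds plus 3 SD, computed separately for each screening campaign, cut at about 15% in these data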
TPT1 inhibitor – blocks Candida albicans tRNA 2'-phosphotransferase. recombinant caTPT1, FP RNA substrate dephosphorylation. inhibition, % at 5 µM. 300,000 compounds, 0.81% hits. AID 1962;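 active means inhibition above the mean of all tested compounds plus 3 SD, set per screening campaign, cut at about 24% in these data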;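 further: plate controls were DMSO alone for no effect and ferristatin control at 100 nM for full effect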
procasp3 activ – activators of human procaspase-3 | activation, % at 8.5 µM | recombinant procaspase-3 D3A, Ac-DEVD-pNA absorbance 405 nm | P42574 | AID 463141 | 330,000 compounds, 0.11% hits;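 active means activation above the mean of all tested compounds plus 3 SD, cut at about 21% in these data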;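 further: 0% = DMSO alone and 100% = DMSO wells spiked with extra 5 µM PC-3 D3A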
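Compound: 8.5 µM single point, 0.8% DMSO / Material: Autoprocessing-dead procaspase-3 D3A mutant enzyme / Timing: 1 h preincubation plus 2 h reaction at 25 °C / Medium: Zinc-free HEPES/NaCl buffer with 0.01% Triton X-100 at pH 7.4 / Technique: 405 nm absorbance of p-nitroaniline, reads at 0 and 120 min / Repeats: one well per compound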
Numbers without * were called inactive; . = not tested or not shown.

No.	Compound	Fh CTSL1 inh	PAFAH2 inh	AHR activator	procasp7 counter	PP5 inh	core dimer inh	PP1 inh	TPT1 inhibitor	procasp3 activ
1	COc1ccc(/C=N/NC(=O)COc2ccc3ccccc3c2)c(C(=O)O)c1OC	-4	9	31	0	0.7	2	-3	-2	2
2	COc1ccc(-c2cc(=O)c3cc(C)ccc3[nH]2)cc1	2	-1	35	-5	1.8	-7	3	-5	-1
3	Cc1cc(OCc2cccc(Cl)c2)c(C)cc1CN1CCOCC1	3	3	1	5	2.2	-4	-1	7	-1
4	O=C1CC(N(O)c2ccccc2)C(=O)N1c1ccc(Cl)c(Cl)c1 (configuration not stated)	-4	1	3	-11	3.5	-9	2	-5	-18
5	c1ccc(-c2sc3ccccc3c2-c2ccc(OCCN3CCCCC3)cc2)cc1	.	8	0	4	.	.	.	.	8
6	COC(=O)c1ccc(-n2cnc(Cl)n2)c(F)c1	-2	3	1	6	-0.8	2	-7	0	2
7	Nc1c(C(=O)OCC(=O)Nc2ccc(Cl)cc2[N+](=O)[O-])[nH]c(=O)[nH]c1=O	2	-4	0	-4	-1.0	-3	3	-2	-1
8	COc1ccc(C2=Nn3c(C)nnc3SC2)cc1	6	2	9	1	-1.1	-1	-6	1	-3
9	O=C(Nc1ccccc1Cc1ccccc1)C1CC(=O)N(c2ccc3c(c2)OCCO3)C1 (configuration not stated)	3	6	4	-4	1.0	10	6	4	1
10	CCCCn1c(N)c(N(CCOC)C(=O)COC(=O)COc2ccccc2C#N)c(=O)[nH]c1=O	-13	3	14	-2	0.2	0	-4	7	7
11	CCN(CC)S(=O)(=O)c1ccc(C(=O)NCCOC(=O)c2ccc(F)cc2F)cc1	-2	-9	-1	-4	1.2	5	1	-2	19
12	Brc1ccccc1OCCCOc1cccc2cccnc12	2	4	3	4	3.7	11	1	0	10

No.	Compound	Fh CTSL1 inh	PAFAH2 inh	AHR activator	procasp7 counter	PP5 inh	core dimer inh	PP1 inh	TPT1 inhibitor	procasp3 activ
13	CCCOc1ccc(N2C(=O)CC(N3CCC(C(=O)OCC)CC3)C2=O)cc1 (configuration not stated)	4	2	-1	-27	2.1	-1	-4	-2	-18
14	Cc1cc(C(C)(C)C)cc(C)c1Cn1c2[n+](c3ccc(C(F)(F)F)cc31)CCCCC2	2	6	1	1	1.6	-6	1	3	-1
15	O=C(COc1ccc(Cl)cc1)NCc1nnc(SCC(=O)Nc2ccc(F)cc2F)o1	1	-11	3	-2	2.3	1	1	-2	15
16	CN(C)S(=O)(=O)c1cccc(NC(=S)NCc2ccc3c(c2)OCO3)c1	3	2	1	-2	1.5	1	-2	0	2
17	O=C(c1ccccc1)c1ccc2c(c1)OCCOCCOCCOCCO2	2	-4	1	3	-0.3	2	-3	-1	-7
18	NS(=O)(=O)c1ccc(CCNC2CC(=O)N(CCc3ccccc3)C2=O)cc1 (configuration not stated)	-1	6	1	-38	-1.3	-3	-2	-7	-12
19	CCc1ccccc1NC(=S)N(Cc1cccc(C)c1)c1cccnc1	1	6	5	7	0.6	-2	5	-1	4
20	CC(=O)NC(NC(C)=O)c1ccc(N(C)C)cc1	6	4	8	5	-0.4	6	-1	0	1
21	c1ccc(CNc2nc(N3CCN(Cc4ccccc4)CC3)nc3ccccc23)cc1	2	.	2	0	4.0	1	6	-2	5
22	O=C(CSc1n[nH]c(-c2cccs2)n1)NC1CCS(=O)(=O)C1 (configuration not stated)	0	-7	32	4	0.4	-6	-3	-2	-9
23	Cc1cc(C)cc(NCc2cc(=O)oc3cc(C)c(O)cc23)c1	-1	4	16	13	0.4	3	1	-1	2
24	O=C(O)CC(Sc1n[nH]c(=S)s1)C(=O)O (configuration not stated)	3	3	4	-28	0.7	-3	-1	0	-20

Exported field by field: four of the compounds above
#18 NS(=O)(=O)c1ccc(CCNC2CC(=O)N(CCc3ccccc3)C2=O)cc1 (configuration not stated)
- Fh CTSL1 inh: -1
- PAFAH2 inh: 6
- AHR activator: 1
- procasp7 counter: -38
- PP5 inh: -1.3
- core dimer inh: -3
- PP1 inh: -2
- TPT1 inhibitor: -7
- procasp3 activ: -12
#20 CC(=O)NC(NC(C)=O)c1ccc(N(C)C)cc1
- Fh CTSL1 inh: 6
- PAFAH2 inh: 4
- AHR activator: 8
- procasp7 counter: 5
- PP5 inh: -0.4
- core dimer inh: 6
- PP1 inh: -1
- TPT1 inhibitor: 0
- procasp3 activ: 1
#23 Cc1cc(C)cc(NCc2cc(=O)oc3cc(C)c(O)cc23)c1
- Fh CTSL1 inh: -1
- PAFAH2 inh: 4
- AHR activator: 16
- procasp7 counter: 13
- PP5 inh: 0.4
- core dimer inh: 3
- PP1 inh: 1
- TPT1 inhibitor: -1
- procasp3 activ: 2
#21 c1ccc(CNc2nc(N3CCN(Cc4ccccc4)CC3)nc3ccccc23)cc1
- Fh CTSL1 inh: 2
- PAFAH2 inh: .
- AHR activator: 2
- procasp7 counter: 0
- PP5 inh: 4.0
- core dimer inh: 1
- PP1 inh: 6
- TPT1 inhibitor: -2
- procasp3 activ: 5

Continued.
No.	Compound	Fh CTSL1 inh	PAFAH2 inh	AHR activator	procasp7 counter	PP5 inh	core dimer inh	PP1 inh	TPT1 inhibitor	procasp3 activ
25	COc1ccc2nc(NC(=O)CN(c3ccc(C)cc3)S(=O)(=O)c3c(C)nn(C)c3C)sc2c1	10	-2	13	-3	3.6	7	1	1	-1
26	COc1ccc(-c2nc(N3CCCC3)[nH]c(=O)c2C#N)cc1	-4	-1	1	8	0.5	12	-1	-1	9
27	CCN(CC)CCN(C(=O)c1ccc(C(=O)c2ccccc2)cc1)c1nc2ccc(OC)cc2s1	5	-2	0	11	1.0	-8	-1	-4	2
28	CCOC(=O)c1sc(NC(=O)c2ccc(C)s2)cc1C	-2	1	-19	-2	2.3	30	1	-7	8
29	C#CC[N+](CC)(CC)CC#Cc1cccc(Cl)c1	-4	0	0	0	-0.4	-5	-2	4	-4
30	C=CCON1C(=O)c2ccccc2C1=O	-2	-3	-2	8	0.1	-6	-3	2	2
31	Cn1cccc1/C=N/N1CCN(Cc2ccccc2Cl)CC1	0	-3	-3	-29	1.8	-7	3	3	-13
32	O=C(COc1ccccc1)NNC(=O)c1ccc(Cl)cc1	.	-10	-1	4	2.3	.	-2	.	7
33	CCOC(=O)C1CCN(C(=O)C(C)Oc2ccc(C(=O)c3ccccc3)cc2)CC1 (configuration not stated)	.	7	2	5	-2.4	.	2	.	1
34	CC(=O)Nc1ccccc1OCc1nnc(-c2ccccc2Cl)o1	3	0	3	14	2.4	-7	-2	-1	0
35	NC(=O)Cn1cnc2c(nnn2-c2ccc(F)cc2)c1=O	3	6	-1	5	-3.1	0	-2	-4	-1
36	COc1ccccc1/C=C/CN1CCC(n2nccc2NC(=O)C2CC2)CC1	-3	-7	-2	5	2.7	-12	-4	-2	7

No.	Compound	Fh CTSL1 inh	PAFAH2 inh	AHR activator	procasp7 counter	PP5 inh	core dimer inh	PP1 inh	TPT1 inhibitor	procasp3 activ
37	CSCCC(NC(=O)C1CCC(C)CC1)C(=O)O (configuration not stated)	1	-1	-3	5	1.3	-2	0	-2	-2
38	Cc1cc(Cl)ccc1OCC(=O)NCCCN1CCOCC1	0	2	2	-1	-0.3	-1	0	3	4
39	Fc1ccc(C2CC(c3ccccc3)n3ncnc3N2)cc1 (configuration not stated)	-1	-5	2	2	1.4	-4	1	-3	-6
40	CSc1nnc(COc2ccc(C)cc2)n1N	6	7	0	3	-1.6	2	-2	1	5
41	O=C(CNC(=O)c1ccccc1)NCC(=O)OCc1ccccc1Cl	-8	.	0	3	1.1	4	-2	-8	5
42	CC1(C)CC(=O)C2=C(C1)N(c1ccc(F)cc1)C(=O)C2(O)C(F)(F)F (configuration not stated)	0	3	0	4	1.9	0	2	2	-5
43	Cc1ccc(S(=O)(=O)NC(C)(C)CN2CCNCC2)cc1	2	12	1	-1	-0.8	-2	4	-1	2
44	Cc1c(O)nc(SCC(=O)Nc2ccc3c4c(cccc24)CC3)n(-c2ccc(F)cc2)c1=O	0	3	8	9	1.1	-1	1	-3	2
45	Cn1c(-c2sc3cc(C(F)(F)F)cnc3c2-c2ccccc2)n[nH]c1=S	3	4	1	-20	0.7	-25	2	2	-10
46	O=C(O)c1ccc(OCCN2CCCC2=O)cc1	-4	0	5	-10	2.1	-11	-11	0	2
47	Cc1ccc(-n2nc3c(=O)n(CC(=O)NCc4ccccn4)nc(C)c3c2C)cc1	-1	7	-2	-6	1.4	-2	-3	1	0
48	COC(=O)c1sccc1NC(=O)c1ccc(OC)c([N+](=O)[O-])c1	3	-4	0	2	1.7	-1	-2	-1	-2

No.	Compound	Fh CTSL1 inh	PAFAH2 inh	AHR activator	procasp7 counter	PP5 inh	core dimer inh	PP1 inh	TPT1 inhibitor	procasp3 activ
49	CC1Cc2ccccc2N1S(=O)(=O)c1cnc(Cl)c(Br)c1 (configuration not stated)	2	4	4	8	2.7	4	4	-1	4
50	c1ccc(NC2=NCCN2CCC2CCCC2)cc1	1	-5	-1	1	0.0	2	-4	2	6
51	Cc1ccc(NC(=O)OCCN2CCN(Cc3ccccc3)CCC2=O)cc1C	4	-3	2	3	0.4	-18	0	-1	-1
52	COc1ccc(CC(=O)N/N=C/c2ccc(C)s2)cc1	2	3	4	7	0.2	-1	-3	1	-9
53	CCc1ccc(/C(C)=N/NC(=O)CNC(=O)/C=C/c2ccco2)cc1	6	-1	3	0	-5.9	24	1	1	-3
54	CC(C)C[C@H](NC(=O)N1CCn2c1nc1ccccc12)C(=O)NCc1ccco1	15	-2	3	-6	-1.2	-3	-1	-4	-8
55	CC(C)CN(C(=O)CN1C(=O)NC(c2ccccc2)(c2ccccc2)C1=O)C1CCS(=O)(=O)C1 (configuration not stated)	.	1	-1	1	2.1	.	1	.	8
56	CS(=O)(=O)c1ccc2nc(NC(=O)c3cc(-c4ccccc4)nn3-c3ccccc3)sc2c1	3	-17	-4	-2	0.0	14	-2	-4	5
57	CCCOc1ccc(/C(O)=C2\C(=O)C(=O)N(CCCOC)C23C(=O)N(C)c2ccccc23)cc1 (configuration not stated)	2	6	1	6	-1.5	-3	0	-3	4
58	CC(=O)Nc1cc2nc(C)n(Cc3ccccc3)c2nc1C	-3	-3	1	-2	-1.0	-70	-1	4	7
59	CCOC(=O)N1CCC(NC(=O)c2cc(C(=O)Nc3ccc(OC)c(OC)c3)ccc2CO)CC1	-5	13	2	7	-3.8	3	6	-1	7

Five compounds from above with just PP5 inh and procasp3 activ.
item	Compound	PP5 inh	procasp3 activ
59	CCOC(=O)N1CCC(NC(=O)c2cc(C(=O)Nc3ccc(OC)c(OC)c3)ccc2CO)CC1	-3.8	7
53	CCc1ccc(/C(C)=N/NC(=O)CNC(=O)/C=C/c2ccco2)cc1	-5.9	-3
56	CS(=O)(=O)c1ccc2nc(NC(=O)c3cc(-c4ccccc4)nn3-c3ccccc3)sc2c1	0.0	5
57	CCCOc1ccc(/C(O)=C2\C(=O)C(=O)N(CCCOC)C23C(=O)N(C)c2ccccc23)cc1 (configuration not stated)	-1.5	4
49	CC1Cc2ccccc2N1S(=O)(=O)c1cnc(Cl)c(Br)c1 (configuration not stated)	2.7	4

An unsorted share of the library; any-hit rate near 5.6%.
